# Assay outcomes deposited in PubChem BioAssay by Broad Institute.
# miR-122 sensor: miR-122 inhibition in Huh7 cells; Huh7 miR-122 Renilla luciferase sensor, 48 h; neutral wells = 0, positive control = 100; 340,000 tested, 0.3% active; activation (reporter increase), % at 12.5 µM; AID 602342;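 active = mean replicate activation score at least 90 and every replicate individually at or above 90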;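 note: higher luciferase means less miR-122 activity so hits act as miR-122 inhibitors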
# Active calls of the source: *.
SMILES,miR-122 sensor
Cc1ccc2c(c1)c1c(n2CC(O)Cn2c(C)nc3ccccc32)/C(=N\O)CCC1 (configuration not stated),0
COc1ccc(OC)c(S(=O)(=O)N2CCc3ccccc32)c1,11
CCOC(=O)CSc1nc(C)cc(C)c1C#N,-6
CCOC(=O)N1CCN(CCC(=O)c2ccc(Cl)cc2)CC1,6
COc1cc(OC)c(N2CC34C=CC(O3)C(C(=O)O)C4C2=O)cc1Cl (configuration not stated),5
CC(C)(CN1CCCCC1)NS(=O)(=O)c1ccc(Cl)cc1,6
CC(C)[C@H](NS(=O)(=O)c1cccc(Cl)c1)C(=O)OCC(=O)NC(=O)CN1CCCC1=O,5
Cc1ccc(N2C(N)=C(C#N)C(c3cccnc3)C3=C2CCCC3=O)cc1 (configuration not stated),0
COc1ccc(OC)c(C2C=C(c3ccc(C)c(C)c3)Nc3nnnn32)c1 (configuration not stated),-2
O=C(c1cc2ccccc2oc1=O)N1CCN(c2ncccn2)CC1,5
COc1ccccc1C(=O)Nc1nc2ccc(S(C)(=O)=O)cc2s1,-13
COc1cccc(-c2cc3c(=O)n(-c4ccccc4)c(=S)[nH]c3s2)c1,-4
CN1c2ccccc2-c2nc3ccccc3n2C1c1ccccn1 (configuration not stated),11
COC(=O)c1sccc1NC(=O)c1cc(-c2cccc(C)c2)nc2ccccc12,0
CCOC(=O)C(CSCc1ccccc1)NC(=O)OC(C)(C)C (configuration not stated),-4
CC(C)(C)N1C(=O)Cc2c1nc(N)c1c(N)nc(N3CCCCC3CO)c(C#N)c21 (configuration not stated),-9
O=C(c1ccc(=O)oc1)N1CCN(C(c2ccccc2)c2ccccc2)CC1,7
CN1CCN(C(=O)c2ccc(N(Cc3ccccc3Cl)S(C)(=O)=O)cc2)CC1,3
CSc1ccc(NC(=O)N2CC(C)OC(C)C2)cc1 (configuration not stated),1
COC(=O)C1=CN(C(C)C)C=C(C(=O)OC)C1c1cccc(OC)c1,2
CCOC(=O)c1sc(NC(=O)CSc2nnc(Cc3ccccc3)o2)c(C#N)c1C,-1
CC1/C(=N/O)CC(c2ccccc2)N(C)C1c1ccccc1 (configuration not stated),-10
O=S(=O)(CCc1nnc(-c2ccccc2)o1)c1ccc2ccccc2c1,4
Cc1noc(C)c1CSc1nnc2sc3ccccc3n12,-10
CC[C@]1(C(=O)OC)[C@H]2C(=O)N(Cc3ccccc3)C(=O)[C@H]2[C@H]2CN=C(SCc3ccc(Cl)cc3)N21,-12
SMILES,miR-122 sensor
COc1cc(N2CCCC2)c(OC)cc1/C=C(/C#N)c1cccc(F)c1,-3
C=CCn1c(SCC(=O)Nc2nnc(CC)s2)nnc1-c1cccnc1,-4
CNC(=O)c1nc(C)n(-c2cc(Cl)cc(Cl)c2)n1,-48
CCOC(=O)/C(C#N)=C/c1ccc(OCC(=O)Nc2ccccc2)c(OC)c1,2
Oc1ccc(Nc2nc(NCC3CCCO3)c3ccccc3n2)cc1 (configuration not stated),5
O=C(CSC1=NCCN1)C1COc2ccccc2O1 (configuration not stated),-2
COc1ccc(OC)c(NC(=O)C2CC(=O)N(c3ccc(Br)cc3)C2)c1 (configuration not stated),-3
CCCn1c(N2CCN(CC(=O)c3c[nH]c4ccccc34)CC2)nc2c1c(=O)[nH]c(=O)n2C,-5
COc1cnn(C(C)(C)C)c(=O)c1Cl,1
Cc1cc(C)n2cc(CSCc3ccco3)nc2n1,-5
COc1ccc(/C=N\NC(=O)C2C(=O)NCC2c2ccccc2)cc1O (configuration not stated),0
CCn1c(SCc2nc3sc(C(=O)O)c(C)c3c(=O)[nH]2)nc2ccccc21,-11
CC1Cc2ccccc2N1c1ncnc2nc[nH]c12 (configuration not stated),0
O=C(Cc1ccsc1-c1ccccc1)NO,-22
COc1ccc(NC(=O)C2CCN(C(=O)c3ccc(OC)cc3)CC2)cc1,-2
CCc1ccc2[nH]c(=O)c(CN(Cc3ccccc3OC)C(=O)Nc3ccccc3OC)cc2c1,13
COc1cc(C2C(C#N)=C(N)N(Nc3ccccc3)C3=C2C(=O)CC(C)(C)C3)ccc1OCc1ccccc1 (configuration not stated),-3
CCC(=O)NC(=S)Nc1cccc(NC(=O)CC)c1,-4
O=C(O)C1C2C=CC(O2)C1C(=O)NCCC1=CCCCC1 (configuration not stated),1
Cc1ccc(C2CC(=O)Nc3sc(C(N)=O)c(N)c32)cc1 (configuration not stated),30
CC(=O)Nc1ccc(/C=C2/Sc3ccccc3C2=O)cc1,2
CCC(=O)Nc1cc(-c2nn(C)c(=O)c3ccccc23)ccc1OC,28
Cc1ccc(NC(=O)C2C3CC4OC(=O)C2C4C3)cc1Cl (configuration not stated),2
O=C(CSc1nccc(=O)[nH]1)Nc1ccc(Br)c(Cl)c1,1
CCOC(=O)c1[nH]c2ccccc2c1N=CN(C)C,-2
SMILES,miR-122 sensor
CCOC(=O)c1c(NC(=O)CC2SC(N)=NC2=O)sc2c1CCCC2 (configuration not stated),-15
CC(=O)NC(=O)COC(=O)/C=C/c1c(C)nn(Cc2c(Cl)cccc2Cl)c1Cl,-1
COc1ccc(CCn2c(-c3ccco3)nc3ccccc3c2=O)cc1OC,1
CCOC(=O)c1ccc(NC(=O)Cn2nnc(-c3ccc(C)cc3)n2)cc1,4
c1cc2c(cc1C1CCCCC1)c1c3n2CCCNC3CCC1 (configuration not stated),-19
CC(C(=O)N1CCCc2ccccc21)N1C(=O)c2ccccc2C1=O (configuration not stated),-3
COc1ccccc1Nc1nc2c(s1)CCC2,3
CCOC(=O)NCCc1ccc(OC)cc1,-9
Cc1ccc(-c2cc(C(=O)N/N=C/c3c(C)nn(C)c3C)c3ccccc3n2)cc1C,-5
CCOC(=O)c1c(C)nc(-c2ccccc2)nc1NC(C)=O,-2
O=C(CSc1nnnn1-c1cccc2c1CCCC2)NC1CCCC1,-5
C#CCOCCOCCOCCNc1nc(N2CCOCC2)nc(N2CCN(C(=O)[C@H](Cc3cc4ccccc4[nH]3)n3cc([C@@H](N)CC(C)C)nn3)CC2)n1,-3
COc1ccccc1NC(=O)Cn1cncc1-c1ccc([N+](=O)[O-])cc1,10
CCN1C(=O)/C(=C/C=C2/SCCN2C)SC1=S,1
O=C(CCN1C(=O)C2C3C=CC(C3)C2C1=O)NCCc1ccccc1 (configuration not stated),0
COc1ccc(C2(C(F)(F)F)NC(=O)N(C)C(=O)N2C)cc1 (configuration not stated),-4
CC(C)NC(=O)Cn1nc(C(F)(F)F)c2c1CCC2,6
Clc1ccc(COn2nnc3ccccc32)c(Cl)c1,-9
Cc1ccc(NC(=O)COc2ccc(/C=C3/SC(=Nc4ccccc4)N(Cc4cccnc4)C3=O)cc2)cc1,-2
COc1cccc(Sc2cc(N3CCOCC3)nc(-c3ccccc3)n2)c1,4
O=C(c1cc(-c2cccs2)nc2ccccc12)N1CCN(S(=O)(=O)c2cccc(F)c2)CC1,7
Cc1ccc2cc3c(NC(=O)CC(C)C)nn(C)c3nc2c1,3
Cc1cc(=O)[nH]c2c1c(=O)[nH]n2C1CC(C)N(C)CC1C (configuration not stated),-18
CCOC(=O)CSc1cc(=O)n(C)c2cc(Cl)ccc12,-3
O=C1CCC(=O)N1CNc1ccccn1,-6
SMILES,miR-122 sensor
COc1ccccc1N1CCN(CC(O)COc2ccc3c(c2)CCC3)CC1 (configuration not stated),2
COc1ccc(C2(CNC(C)=O)CCCC2)cc1OC,-4
Cc1ccc2c(CC(=O)Nc3sccc3C(N)=O)coc2c1,-1
CCO/C=N/c1c(C#N)c2c(c(=S)n1C)COC(C)(C)C2,-5
O=C(c1ccc(COc2ccc(Cl)cc2)o1)N1CCN(Cc2ccc3c(c2)OCO3)CC1,-2
CC(C)Oc1ccc(N2CC(C(=O)Nc3ccc(N4CCOCC4)cc3)CC2=O)cc1 (configuration not stated),-5
CCOCC(=O)NCc1ccc2c(c1)OCO2,-9
Cc1cc(NC(=O)CSc2nc(-c3ccc(Br)cc3)nc3c2c(=O)n(C)c(=O)n3C)no1,2
CCN(CC)C(=O)c1scc2c1OCCO2,-9
CSc1cccc(NC(=O)Nc2ccc(Cl)cc2)c1,11
Cn1cnc(S(=O)(=O)N2CCc3ccccc32)c1,-2
O=C(/C=C/c1cccs1)NC(=S)NNC(=O)Cc1cccs1,-9
O=c1c2ccccc2c(-c2ccccc2)nn1-c1cc(Cl)ccc1[N+](=O)[O-],5
O=C(NCCCN1CCOCC1)c1ccc(CNS(=O)(=O)c2ccc(F)cc2)cc1,-2
Cc1cc(OCC(=O)NCc2ccccn2)cc(C)c1Br,-7
Cc1cc(=O)oc(C)c1C(=O)OCC(=O)c1ccc(Br)cc1,-5
CCOC(=O)c1[nH]c2c(c1C)C(=O)CC(c1ccc(OCC)c(OC)c1)C2 (configuration not stated),-11
COc1ccc(Cn2nnnc2C(c2ccc(F)cc2)N2CCN(C3CCCC3)CC2)cc1 (configuration not stated),-6
CC(C)CCN1C(=O)c2ccc(-c3nc4ccccc4c(=O)o3)cc2C1=O,4
Fc1cccc(NC(=S)NCCCN2CCOCC2)c1,-1
Cc1sc2nc(-c3ccc(Br)cc3)oc(=O)c2c1C,-6
CCOc1nnnc2c1sc1nc(N3CCOCC3)c3c(c12)CCCC3,7
CCn1cc(C(=O)OC(C)C(=O)Nc2c(C)n(C)n(-c3ccccc3)c2=O)c(=O)c2ccc(C)nc21 (configuration not stated),-2
O=C(NCc1ccc2c(c1)OCO2)C1CCCN(S(=O)(=O)c2cccc3nonc23)C1 (configuration not stated),-1
CCOC(=O)c1c(C)[nH]c(C(=O)OCC(=O)N2CCc3ccccc32)c1C,-4
SMILES,miR-122 sensor
CCCSc1nnc(NC(=O)Nc2ccc(F)cc2)s1,3
CCOCC(=O)Nc1cc(C(=O)OC)ccc1C(=O)OC,-3
CSc1ncccc1C(=O)OCC(=O)Nc1cc(C(F)(F)F)ccc1N1CCOCC1,0
CCc1c(C)[nH]n(-c2ccc(Oc3ccccc3)c(S(=O)(=O)O)c2)c1=O,-3
CCN(Cc1ccccc1)C(=O)CSc1nc(C)cc2c1C(=O)OC2,-4
CCS(=O)(=O)N1CCCC(C(=O)NCCCN(C)Cc2ccccc2)C1 (configuration not stated),24
O=C1CC(C(=O)Nc2ccccc2)C2(CCCCC2)O1 (configuration not stated),3
COc1ccc(C(=O)OC(C)CN2CCOCC2)cc1OC (configuration not stated),-4
c1cncc(-c2nnc(C3CCCCC3)o2)c1,-9
CC(C)(C)n1cnc2cc(NS(=O)(=O)c3ccccc3)ccc21,-7
Cc1ccc(-n2nnnc2SCC(=O)Nc2cccc(NC(=O)c3ccco3)c2)cc1C,26
C=CCNC(=O)c1ccc(NC(=O)C2=CSCCO2)cc1,6
O=C(NCc1ccccc1Br)c1cccc2c1C(=O)c1ccc(-c3ccc(OC(F)(F)F)cc3)cc1S2(=O)=O,2
COc1ccccc1CNC(=O)CNC(=O)Cn1cnc2ccccc2c1=O,1
O=C(O)c1ccc(CN2C(=O)c3ccccc3S2(=O)=O)cc1,-10
CCOc1ccc(C(=O)N2CCN(c3ccccc3)CC2)cc1OCC,-2
O=C(Nc1ccccc1N1CCCCC1)c1cccs1,0
COc1cc(S(=O)(=O)N2CCOCC2)ccc1F,-4
O=C(NC(=S)NCC1COc2ccccc2O1)c1ccccc1 (configuration not stated),3
COc1ccc2c(Cl)c(C(=O)N/N=C/c3ccc4c(c3)OCO4)sc2c1,-1
COc1ccc(C(=O)/C=C/NCc2ccc(C)cc2)cc1,1
CCCOC(=O)C1C2C=C[C@]3(CN(CCc4ccccc4)C(=O)[C@H]13)O2 (some centres not stated),-5
Cn1c(=O)c2c(nc(N/N=C/c3ccc(OC(=O)c4ccco4)cc3)n2Cc2ccccc2Cl)n(C)c1=O,3
CCSc1nnc(NC(=O)C2CC=CCC2C(=O)O)s1 (configuration not stated),0
COc1ccccc1-n1cnnc1SC1CCOC1=O (configuration not stated),-5
SMILES,miR-122 sensor
Nc1ccc2oc(CCc3ccccc3)nc2c1,-4
CCOCCSc1nnc2nc(C)cc(C)n12,-3
O=C(CN1CCN(c2ccc(Cl)cc2)CC1)Nc1ccc(F)c(F)c1,2
CCOc1ccc2nc(SCC(=O)NC(=O)NCc3ccco3)sc2c1,-4
Cc1ccc(OCCNC(=O)c2ccco2)cc1C,-2
O=c1cc(O)n(-c2ccc(Cl)cc2)c(=S)[nH]1,1
O=C(CSc1nnc(-c2ccccc2)n1Cc1ccco1)NCc1ccc2c(c1)OCO2,-3

# A portion of the library (hit frequency here may not be typical).
